LRH-1 inv ag: LRH-1 (NR5A2) inverse agonists, primary screen, cell-based, luminescence, HEK293T, StAR-luciferase reporter | inhibition, % at 3.6 µM | LRH-1 transfected, 24 h | 360,000 tested, 0.13% active | AID 602396, 2012;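 active = inhibition above the mean inhibition of all tested compounds plus 3 SD, cut at about 73% in these data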;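 note: 0% = DMSO wells and 100% = reporter-only cells lacking LRH-1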
TWEAK Fn14 block: inhibitors of TWEAK-Fn14 signaling, primary screen, luciferase reporter cells, uHTS. inhibition, % at 10 µM. TWEAK-stimulated Fn14 reporter cells, luciferase luminescence, 8 h. 360,000 tested, 2% active. AID 1159606, 2016; in the data active = inhibition above about 50%
COUP-TFII inh: NR2F2 transcriptional activity inhibitors, primary screen, cell-based, luciferase reporter, HEK293T, luminescence. COUP transcription factor 2 (Homo sapiens), P24468. HEK293T NGFI-A luciferase reporter. inhibition, % at 8.6 µM. 370,000 tested, 0.7% active;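 active = inhibition above a per-plate cutoff, mean inhibition of test wells between control levels plus 3 SD, cut at about 38% in these data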;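 note: cells cotransfected with COUP-TFII expression vector driving the NGFI-A reporter; 0% = median of COUP-TF2 test wells and 100% = reporter-only cells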
EBV LMP1 NFkB: EBV LMP1-driven NF-kappaB luciferase reporter inhibitors, primary screen, cell-based, luminescence, single point. inhibition, % at 12.5 µM. LMP1-induced NF-kappaB luciferase reporter cells. 350,000 tested, 0.69% active; in the data active = inhibition above about 41%;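 note: 0% = neutral control wells and 100% = reference inhibitor control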
TROY signal inh: inhibitors of TROY-driven NF-kB signaling, primary screen, Q293 LMP1-TROYcd cells, NF-kB luciferase, uHTS | 360,000 tested, 0.98% active | Q293 LMP1-TROYcd NF-kB luciferase reporter, 4 h | inhibition, % at 10 µM | AID 1347056, 2019;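 active = compounds whose plate-normalised and pattern-corrected inhibition of the luciferase reporter signal at the single screening dose is 50% or more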
TRAIL sens C8: viability loss with TRAIL in NB7+C8 cells, primary screen, TRAIL sensitizer project, cell-based, ATPlite luminescence. 360,000 tested, 1% active. inhibition (viability loss, TRAIL sensitization), % at 10 µM. AID 624354, 2012;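 active = compounds causing at least 50% loss of cell viability in the single-dose screen, relative to plate controls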
NCOA3 inh: SRC3 coactivator transcriptional activity inhibitors, primary screen, cell-based, luminescence; 360,000 tested, 0.17% active; AID 588352, 2011; Nuclear receptor coactivator 3 (Homo sapiens), Q9Y6Q9; HEK293 GAL4-SRC3 luciferase reporter; inhibition, % at 3.6 µM;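 active = inhibition above a per-campaign cutoff, the mean of all compounds plus 3 SD, cut at about 60% in these data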;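 note: 0% = DMSO-treated cells and 100% = gossypol-treated cells at 36 µM; higher means less SRC3-driven luciferase light from the GAL4 reporter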
TLR9-MyD88 block: inhibitors of TLR9-MyD88 association in cells, primary screen, cell-based, CHO, BLA complementation, fluorescence | Toll-like receptor 9 (Homo sapiens) + Myeloid differentiation primary response protein … | inhibition, % at 4.98 µM | 340,000 tested, 0.21% active | CCF4 FRET ratio | AID 504734, 2011;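 active = inhibition above the mean over all tested compounds plus 3 SD, cut at about 21% in these data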;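 note: 0% = DMSO only wells and 100% = clavulanate BLA inhibitor control wells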
NCOA2 inhibitor: inhibition of GAL4-SRC2 driven luciferase reporter, primary screen, SRC2 inhibitor project, cell-based, luminescence | 370,000 tested, 0.17% active | Nuclear receptor coactivator 2 (Homo sapiens), Q15596 | inhibition, % at 9 µM | HEK293 GAL4-SRC2 luciferase reporter;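 active = inhibition above the mean inhibition of all tested compounds plus 3 SD, set per campaign, cut at about 52% in these data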;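 note: 0% = DMSO treated cells and 100% = cells given Gossypol at 36 µM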
SRC1 inh: SRC1 coactivator transcriptional activity inhibitors, primary screen, cell-based, luminescence; Nuclear receptor coactivator 1 (Homo sapiens), Q15788; HEK293 GAL4-SRC1 luciferase reporter; inhibition, % at 3.6 µM; 360,000 tested, 0.12% active;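 active = inhibition above the campaign mean plus 3 SD, with each screening campaign given its own cutoff, cut at about 60% in these data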;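 note: 0% = DMSO treated cells and 100% = gossypol at 36 µM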
NOD2 RIPK2 PPI: NOD2-RIPK2 binding disruptors in cells, primary screen, fluorescence, CHO cells, BLA complementation; 360,000 tested, 0.38% active; inhibition, % at 4.98 µM; Receptor-interacting serine/threonine-protein kinase 2 (Homo sapiens), O43353; CCF4 ratio; in the data active = inhibition above about 21%;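 note: 0% = vehicle only and 100% = reference blocker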
An asterisk follows results filed as active; . = not tested or not shown. An excerpt; count on the stated rates, not on these rows.

SMILES	LRH-1 inv ag	TWEAK Fn14 block	COUP-TFII inh	EBV LMP1 NFkB	TROY signal inh	TRAIL sens C8	NCOA3 inh	TLR9-MyD88 block	NCOA2 inhibitor	SRC1 inh	NOD2 RIPK2 PPI
CCN(CC(=O)Nc1ccc(NC(C)=O)cc1)C(=O)c1ccc2c(c1)S(=O)(=O)N=C1CCCCCN12	-16	-4	-36	-2	-1	2	1	-3	-12	-7	-8
Cn1c(Cn2c(=O)sc3ccccc32)nnc1SCC(=O)N1CCOCC1	7	-2	-8	-6	-31	-2	19	-1	-10	-19	-4
NCCNC[C@@H]1COC2(CCCCCCCCCCC2)O1	11	-10	3	6	-24	12	24	.	7	1	2
CN(C)c1ccc(N2C(=NC(=O)CCc3ccccc3)SC3CS(=O)(=O)CC32)cc1 (stereo not drawn)	-14	-8	10	-1	-3	0	-32	4	1	-30	-9
C/C(=N\NC(=S)Nc1cccc(C)c1)c1ccccc1	-2	-13	-3	-16	-27	-14	-30	10	-9	-40	1
Cc1sc2c(c1C)c(=O)n(-c1ccccc1)c(=O)n2CC(=O)NCC1CCCO1 (stereo not drawn)	-5	5	0	5	23	-8	17	-5	29	-8	1
Cc1oc(-c2ccccc2F)nc1CS(=O)(=O)CC(=O)NCCCN1CCN(C)CC1	-12	-10	2	4	9	5	12	8	-13	-1	-2
O=C1NCCOC(=O)[C@H](Cc2ccc(F)cc2)CC/C=C/C[C@H]1CC(=O)N(CCO)Cc1ccccc1	19	17	3	0	2	-8	2	-8	-10	-9	-1
CCCCc1c(C)nc2c(OC)cccc2c1SCC(=O)O	-15	18	-15	-3	-10	-3	7	11	11	12	4
CC(C)Oc1ccc(C(=O)Nc2ccc(N3CCN(C(=O)c4ccco4)CC3)cc2)cc1	-16	-5	26	3	9	21	9	9	9	1	-3
OC(c1nc2ccccc2[nH]1)C(O)c1nc2ccccc2[nH]1 (stereo not drawn)	3	-1	6	-7	2	4	-1	-5	1	-6	3
Cc1nnc(SCC(=O)Nn2cnnc2)s1	-4	-10	-1	-28	4	-2	-11	-11	-29	3	35*
Cc1ccc(C(=O)OCC(=O)Nc2c(C)n(C)n(-c3ccccc3)c2=O)cc1[N+](=O)[O-]	3	12	-5	-5	13	2	12	-1	-44	-21	-1
CCCSc1nnc(C(C)C)n1N	13	8	-10	1	-7	-7	8	3	-15	7	9
COc1ccc(NC(=O)CCc2nnc3ccc(N4CCN(c5cccc(OC)c5)CC4)nn23)cc1	-12	-8	-11	-4	-29	-5	-6	-11	-2	17	-18
Cc1cc(COc2ccccc2O)on1	-4	86*	3	0	.	10	-5	-6	8	10	-2
COC(=O)c1nn(-c2ccc(OC)cc2)c(=O)cc1NN	-9	-25	-3	13	0	-2	1	-5	1	13	-1
O=C(NCc1ccncc1)c1cc(S(=O)(=O)N2CCOCC2)c(Cl)cc1Cl	8	-1	-9	1	4	-11	16	-3	1	-14	1
COc1ccc(O)c(C(=O)c2cc(C#N)c(=O)n(CC3CCCO3)c2)c1 (stereo not drawn)	16	4	-7	5	.	-14	-3	-5	-8	-8	9
N=c1c(C(=O)NCC2CCCO2)cc2c(=O)n3ccccc3nc2n1Cc1ccc(F)cc1 (stereo not drawn)	19	-33	-8	5	-1	-5	11	-26	-4	-17	-38

Results in TROY signal inh (two entries from above):
SMILES	TROY signal inh
Cn1c(Cn2c(=O)sc3ccccc32)nnc1SCC(=O)N1CCOCC1	-31
CN(C)c1ccc(N2C(=NC(=O)CCc3ccccc3)SC3CS(=O)(=O)CC32)cc1 (stereo not drawn)	-3

(more compounds)
SMILES	LRH-1 inv ag	TWEAK Fn14 block	COUP-TFII inh	EBV LMP1 NFkB	TROY signal inh	TRAIL sens C8	NCOA3 inh	TLR9-MyD88 block	NCOA2 inhibitor	SRC1 inh	NOD2 RIPK2 PPI
Cc1noc(C)c1NC(=O)Nc1ccc2c(c1)C(=O)N([C@H](C)CO)C[C@H](C)[C@@H](CN(C)C(=O)NC1CCCCC1)O2	8	-9	-11	-6	7	-1	-13	-3	-12	0	-9
N#CCCN1CCN(S(=O)(=O)c2ccc(S(=O)(=O)N3CCCC3)cc2)CC1	-3	11	7	-10	-8	1	-5	-3	-1	-5	3
CCN(CC)c1ccc(C(=O)N/N=C(\C)c2ccc(OC)c(OC)c2)cc1	-6	-1	11	7	5	-1	7	-4	13	2	6
COc1cc(N(C(C)=O)c2ccc(O)c(C(=O)O)c2)c2ncccc2c1	-15	-7	-2	-5	-9	1	6	3	-5	-5	-12
CC1CCCN(CCCNC(=O)c2ccc(NC(=O)C3=CSCCO3)cc2)C1 (stereo not drawn)	1	-14	6	-30	1	-12	19	4	16	-14	-2
CCC(=O)N(Cc1cc2c(C)ccc(C)c2[nH]c1=O)C1CCCCC1	5	-3	13	-7	4	0	0	-7	-32	3	6
COCCCNC(=O)COc1ccc(-c2nccc(-c3ccccn3)n2)cc1	4	25	5	11	12	3	8	-6	27	-4	-16
O=C1CC(N2CCN(Cc3ccc4c(c3)OCO4)CC2)C(=O)N1CCc1ccccc1 (stereo not drawn)	-5	-9	2	7	1	-9	3	2	4	8	-13
COc1cc(C(=O)NCC(=O)NNC(=O)C2COc3ccccc3O2)cc(OC)c1OC (stereo not drawn)	13	18	13	-3	-3	2	13	-6	3	-9	8
COc1ccccc1CC(=O)N(CCC1=CCCCC1)c1c(N)n(Cc2ccccc2)c(=O)[nH]c1=O	9	7	0	-1	2	-8	2	3	17	-5	1
CC(C)n1cnnc1SCC(=O)Nc1ccc(Br)cc1F	1	-12	-6	-2	12	11	-5	-10	-20	0	-1
O=C(Cc1ccccc1)Nn1c(O)c(/C=C2\C=Nc3ccccc32)sc1=S	2	7	21	2	-8	-8	10	18	-2	6	5
O=C(Nc1nnc(-c2cccs2)o1)c1cccc(F)c1	-16	-23	-4	28	-53	16	-30	0	-22	-1	-4
CN(Cc1ccccc1)C1(CNC(=O)CCC(F)(F)F)Cc2ccccc2C1	3	-26	-10	-13	7	3	6	-6	-17	-5	-1
CCC1=Nc2cc(C(=O)NCCN3CCOCC3)ccc2Sc2ccc(Br)cc21	-19	-7	15	3	-5	12	12	6	-11	-5	-4
CN(c1ccccc1)S(=O)(=O)c1ccc(Cl)c(C(=O)OCC(=O)N2CCOCC2)c1	20	-10	7	-3	10	-6	5	-2	4	3	-11
CCOc1ccc(N2C(=O)c3cccnc3C2Nc2ccc(C)c(C)c2)cc1 (stereo not drawn)	-11	-14	0	-4	0	-7	4	-6	-16	-13	0
CCOc1ccc(S(=O)(=O)N(CC)CC)cc1N	4	9	-6	-4	5	-4	-4	-2	-3	-6	9
Cc1ccc(C)c(SCC(=O)OCC(=O)N2CC(C)OC(C)C2)c1 (stereo not drawn)	1	-3	-3	-14	-13	-4	2	13	31	-11	-3
S=C(NCc1ccc(Cl)cc1)NC1CCN(Cc2ccccc2)CC1	15	26	52*	17	21	24	23	2	35	-24	-1
O=C(C1CCC(N2C(=O)C3CC=CCC3C2=O)CC1)N1CCCCC1 (stereo not drawn)	15	-6	8	-14	-2	4	18	-6	4	8	-4
Cc1ccc(CSCc2ccc(C(=O)O)o2)cc1	-15	-5	7	3	7	-20	1	0	-20	-13	-6
Cc1cc(Sc2nc(NC(C)(C)C)nc(N3CCOCC3)n2)nc(Cl)n1	-25	6	-1	3	19	21	2	14	-11	-22	1
CC1CCCN(c2c([N+](=O)[O-])c(=O)oc3ccccc23)C1 (stereo not drawn)	-1	-7	-20	-1	16	-3	6	-7	13	11	-3
CCOC(=O)N1CCN(S(=O)(=O)c2ccc(Br)cc2)CC1	-16	-9	7	0	-22	0	2	-6	-24	5	5
O=C(/C(=C/O)N=Nc1ccccc1)c1cccs1	-19	-9	30	6	-55	-20	3	-5	-23	1	-15
Cn1nnc(NC(=S)NC(=O)c2cccs2)n1	0	-12	-9	2	2	-5	3	0	-16	-61	-2
Cc1nn(-c2ccccc2)c(C)c1C(=O)OCC(=O)NC12CC3CC(CC(C3)C1)C2	1	-1	.	2	23	9	8	6	.	-1	5
c1ccc(-c2nnsc2-c2ccccc2)cc1	6	-20	24	0	16	-11	-13	-10	-4	19	7
CC(C)(CNC(=O)c1ccc(S(=O)(=O)N2CCCC2)cc1)N1CCOCC1	-4	11	-32	-4	-19	-5	4	-2	-11	-1	-1
O=C(/C=C/Nc1ccccc1)c1ccc(Cl)cc1Cl	-76	22	-56	-23	11	50	-107	7	-86	-167	-1
Cc1noc(NS(=O)(=O)c2ccc(NC(=O)CSc3nc4c(cc3C#N)CCCCC4)cc2)c1C	-2	47	8	6	25	2	-6	-2	6	-7	-3
Cc1[nH]c(=O)[nH]c(=O)c1S(=O)(=O)N(CC(C)C)CC(C)C	3	-8	13	-2	2	-12	1	.	17	1	2
Cc1ccc(/C=N/Nc2cn[nH]c(=O)n2)o1	-58	7	-46	-5	-26	-11	-54	5	-59	-76	-9
Cc1ccccc1C(=O)N1CCC(C(=O)N(C)CC(=O)Nc2cccc(F)c2)CC1	13	-4	11	-16	-17	-6	-6	2	15	-11	-8
Cc1oc(-c2ccccc2)nc1CS(=O)CC(=O)NC1CCCCCC1 (stereo not drawn)	-1	-8	13	3	13	-28	-37	-13	-25	-2	-6
COc1ccc(N2CCN(C(=O)CCC(=O)N3CC(C)Oc4ccccc43)CC2)cc1 (stereo not drawn)	14	5	1	-10	4	16	-3	4	3	8	-7
COc1cc2c(c(OC)c1OC)C(c1ccccc1C)CC(=O)O2 (stereo not drawn)	-34	9	-13	-13	-6	-4	-3	-2	8	-10	8
CC(=O)N[C@@H](Cc1c[nH]c2ccccc12)C(=O)OCC(=O)Nc1ccc2c(c1)OCO2	46	-13	-2	-3	-3	7	-18	-5	13	-2	-12
CC(=O)NC(Cc1c[nH]c2ccccc12)C(=O)N1CCc2ccccc2C1 (stereo not drawn)	7	-15	4	-2	-9	-5	11	7	-4	-3	-7
OC(CNC1CCCc2ccccc21)COc1c(Cl)cccc1Cl (stereo not drawn)	1	-6	-5	7	-14	3	7	8	1	-6	0
O=C(NCc1ccco1)/C(=C/c1ccccc1)NC(=O)c1ccco1	-24	15	11	-8	8	-21	1	-2	3	2	-9
CC(C)(C)S(=O)N1Cc2cc(CO)cc(-c3ccccc3)c2[C@@H]1CCO (stereo partly drawn)	-3	10	12	1	-4	5	-14	1	14	-2	-10
